Source: PubChem
ASAP1 GAP inh: blocks human ASAP1-stimulated Arf1 GTP hydrolysis. inhibition, % at 16.5 µM. AID 624377. GDP FP detection. Q9ULH1. 360,000 tested, 0.19% active; in the data active means inhibition above about 25%;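 further: 0% = vehicle with enzyme and substrate and 100% = no enzyme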
sPLA2-III inh: Blocks human group III sPLA2 activity | QFRET BODIPY PC-A2 liposome hydrolysis, fluorescence | inhibition, % at 12.2 µM | 370,000 tested, 0.56% active | Q9NZ20;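 active means inhibition above mean plus 3 SD of compounds lying within the high and low control bounds, cut at about 19% in these data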;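 further: 0% = median of test compound wells and 100% = no enzyme DMSO wells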
Target sequence (Q9NZ20 whole entry, looked up): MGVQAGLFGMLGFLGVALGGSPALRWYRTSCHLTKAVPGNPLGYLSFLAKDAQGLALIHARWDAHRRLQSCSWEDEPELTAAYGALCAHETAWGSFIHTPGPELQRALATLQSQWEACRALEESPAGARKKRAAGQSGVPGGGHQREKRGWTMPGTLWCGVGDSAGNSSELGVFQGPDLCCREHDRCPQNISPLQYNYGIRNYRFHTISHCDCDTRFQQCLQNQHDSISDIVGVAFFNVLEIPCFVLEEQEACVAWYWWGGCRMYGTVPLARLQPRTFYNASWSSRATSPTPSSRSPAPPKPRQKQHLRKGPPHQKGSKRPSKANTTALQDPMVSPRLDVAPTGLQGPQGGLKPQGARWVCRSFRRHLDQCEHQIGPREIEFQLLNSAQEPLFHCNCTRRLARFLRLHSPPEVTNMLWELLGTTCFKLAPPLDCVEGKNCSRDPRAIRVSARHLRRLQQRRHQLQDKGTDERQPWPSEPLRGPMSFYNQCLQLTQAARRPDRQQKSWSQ
rCAG RNA binder: molecules binding r(CAG) RNA repeats; r(CAG) RNA repeat, TO-PRO-1 dye displacement fluorescence; inhibition, % at 3 µM; 370,000 tested, 1.3% active; AID 651821;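 active means inhibition above the plate cutoff, the mean of all test compounds on that plate plus 3 SD, cut at about 35% in these data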;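 further: 0% = DMSO alone and 100% = 100 µM mitoxantrone as full dye displacement; higher means more dye released from RNA so lower well fluorescence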
NPR2 activator: GC-B (human) receptor activation | P20594 | HEK293-GC-B cells, CNP EC30, cGMP TR-FRET; 0% at EC30 CNP, 100% saturating CNP | activation, % at 10 µM | 370,000 tested, 0.11% active;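 active means activation at 10 µM reaching about 35% in either raw or pattern-adjusted values, limit read from the data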
NPR1 activator: GC-A (human) enzyme activation; 370,000 tested, 0.14% active; activation, % at 10 µM; AID 1671463; HEK293 GC-A cells, cGMP TR-FRET, EC30 ANP; 0% at EC30 ANP, 100% saturating ANP; P16066; in the data active means activation above about 40%
ADAM10 inh: inhibitors of human ADAM10. O14672. recombinant ADAM10, EDANS/DABCYL FRET peptide cleavage, 3 h. inhibition, % at 7 µM. 370,000 tested, 0.62% active;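 active means inhibition above a per-campaign cutoff equal to the mean of compounds falling between control-based bounds plus 3 SD, cut at about 20% in these data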;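 further: 0% = DMSO wells while the 100% control is not disclosed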
ARFGAP1 inh: inhibits rat ARF GTPase activating protein 1 | Q62848 | Arfgap1-stimulated ARF1 GTP hydrolysis, GDP FP detection | inhibition, % at 16.5 µM | 360,000 tested, 0.26% active | AID 651572;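 active means inhibition above a per-plate limit, mean inhibition of low control wells plus 3 SD, cut at about 25% in these data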;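 further: 0% = DMSO wells with enzyme and 100% = wells lacking Arfgap1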
Target sequence (Q62848 1-136 limits assumed): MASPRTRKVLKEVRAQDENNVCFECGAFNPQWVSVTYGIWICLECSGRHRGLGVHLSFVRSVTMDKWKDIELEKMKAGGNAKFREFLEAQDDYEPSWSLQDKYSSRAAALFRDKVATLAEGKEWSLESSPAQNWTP
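Assay system: purified rat His6-Arfgap1 residues 1-136 (GAP domain); Reagent: human Δ17 ARF1 bound to GTP; Dosing: 16.5 µM single point, 1.26% DMSO; Times: GTP hydrolysis reaction 2 h at 25 °C; Signal: FP, GDP Alexa 633 tracer displaced from anti-GDP antibody, 620/688 nm; Measure: % inhibition from polarization.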
FXN GAA850 act: frataxin GAA850 promoter activation; HEK293 lucGAA850 FXN promoter luciferase reporter, 24 h; percent of 10 µM SAHA response; activation, % at 6 µM; 360,000 tested, 0.56% active;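 active means activation above the average of all compounds screened plus 3 SD, cutoff fixed separately per campaign, cut at about 7.5% in these data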;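 further: 0% = DMSO wells and 100% = 10 µM SAHA wells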
KLK7 zymogen act: activates the human kallikrein-7 zymogen; activation, % at 7 µM; AID 652039; purified proKLK7, EDANS-DABCYL substrate fluorescence; 100% is mature enzyme control, 0% vehicle; 370,000 tested, 0.9% active;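 active means activation above the mean of all tested compounds plus 3 SD, computed per campaign excluding outliers beyond control limits, cut at about 13% in these data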
Target sequence (P49862 whole entry, looked up): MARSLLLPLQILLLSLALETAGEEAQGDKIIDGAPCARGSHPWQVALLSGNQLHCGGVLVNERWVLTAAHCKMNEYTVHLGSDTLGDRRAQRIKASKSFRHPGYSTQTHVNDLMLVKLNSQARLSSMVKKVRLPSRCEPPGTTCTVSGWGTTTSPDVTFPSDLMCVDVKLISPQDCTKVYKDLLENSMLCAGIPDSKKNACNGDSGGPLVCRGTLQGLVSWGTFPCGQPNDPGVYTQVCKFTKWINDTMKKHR
DDE Tn6 FP inh: DD(E)-Tn6 binding inhibition, primary FP screen | 370,000 tested, 0.21% active | Fibrin DD(E) TRITC-Tn6 fluorescence polarization displacement | P02675 | inhibition, % at 8.3 µM;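 active means inhibition above a per-campaign cutoff: mean of compounds within control limits plus 3 SD, cut at about 15% in these data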;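 further: 0% = median of all compound wells on the plate and 100% = blocking peptide control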
Starred values were filed as active, the others as inactive; nt = not tested or not shown.

SMILES	ASAP1 GAP inh	sPLA2-III inh	rCAG RNA binder	NPR2 activator	NPR1 activator	ADAM10 inh	ARFGAP1 inh	FXN GAA850 act	KLK7 zymogen act	DDE Tn6 FP inh
O=C(CSc1ccc2c(c1)OCCO2)Nc1cccnc1	-12	5	0	1	5	-2	1	1.0	0.5	1
CCC1(CC)NC(=O)N(CC(=O)OCC(=O)Nc2ccc(C(F)(F)F)cc2)C1=O	-11	0	-1	5	1	-3	-13	-0.1	-0.9	6
Oc1ccc(-c2csc(Nc3ccccn3)n2)c(O)c1	14	-6	30	0	6	-5	17	5.0	3.9	-17
CC(=O)OCC1OC(Nc2cccc(C)c2)C(OC(C)=O)C(OC(C)=O)C1OC(C)=O (configuration not stated)	10	-1	-1	2	-2	-1	12	0.6	-0.6	-9
CN1CCCCC(NC(=O)CSc2ccccc2)C1=O (configuration not stated)	1	4	1	-2	1	-14	-1	nt	-0.3	8
O=C(COC(=O)c1ccc(Br)o1)NCC1CCCO1 (configuration not stated)	15	-4	1	7	6	-2	4	0.3	-0.3	4
O=C(Cn1ncc2c3ccccc3n(Cc3ccccc3)c2c1=O)NCCCN1CCCC1=O	1	-3	-2	8	5	-43	3	0.7	1.1	9
O=S(=O)(c1ccccc1)c1nc(Nc2ccccc2N2CCOCC2)sc1Cl	5	-9	-1	0	3	6	1	-2.6	0.6	-2
Cc1cccc(C)c1NC(=O)CN(C)C(=O)c1ccc2c(=O)n3c(nc2c1)CCC3	-6	-1	-2	-5	0	-13	0	-1.8	0.7	-7
COc1cc(C(=O)NCCN2C(=O)S/C(=C\c3cccs3)C2=O)cc(OC)c1OC	0	6	1	-5	-9	4	11	1.1	-0.2	-4
CC(C)(C)OC(=O)NNC(=S)NCc1ccc(Cl)cc1	-3	13	0	-11	5	-7	9	1.4	0.4	0
Nc1ccn([C@@H]2O[C@H](C(=O)NCCc3ccc(F)cc3)[C@@H](O)[C@H]2O)c(=O)n1	17	5	0	3	-2	-4	-3	nt	0.2	6
Cc1cc([N+](=O)[O-])nn1CCCC(=O)N1CCN(c2ccccc2)CC1	2	-5	-6	5	-1	-1	1	-1.6	0.1	5
CSc1ccc(S(=O)(=O)NCC(=O)OCC(=O)N2CCCC2=O)cc1[N+](=O)[O-]	-10	12	2	9	5	-3	-7	1.4	-0.2	-2
CN1CCN(c2ccc(CNS(=O)(=O)c3ccc(F)cc3Cl)cc2)CC1	4	0	-3	-8	-5	-1	-5	1.4	-1.0	-5
CCCCn1cc2c(c1-c1cccc(C)c1)c(=O)n(C)c(=O)n2C	-15	-7	-9	-3	-2	-13	-8	2.4	-0.3	-4
Nc1ccc(-c2cc(N)n(-c3ccccc3)n2)cc1	-7	7	10	-4	-3	4	-2	3.2	-0.3	-4
Cn1c(NCCO)nc2c1c(=O)n(Cc1cccc(Cl)c1)c(=O)n2C	-14	0	-4	2	3	-5	2	1.1	0.2	5
COc1cccc(NC(=O)C(OC(=O)c2cnc(C)cn2)c2ccccc2)c1 (configuration not stated)	-1	-7	-10	2	-2	0	-6	2.3	-0.7	-1
CSc1ccc(CNC(C)(C)CO)cc1	-22	0	1	-8	-5	3	0	0.2	0.1	10
COc1cc(NC(=O)CN2C(=O)c3ccccc3S2(=O)=O)c(OC)cc1Cl	12	10	3	-2	-1	12	-4	1.9	-0.1	2
C[C@@H]1CN([C@@H](C)CO)C(=O)c2cc(Br)cnc2O[C@H]1CN(C)C(=O)Cc1ccccn1	-8	-4	3	-5	2	-2	4	-1.8	0.0	1
Cc1ccc(S(=O)(=O)N2CCOCC2)cc1NC(=O)COC(=O)c1cc[n+]([O-])cc1	-6	-5	6	-2	2	2	-16	1.8	-0.2	3
CC/C(C)=N/Oc1nc(C)cc(C)n1	-8	-2	-1	4	2	-6	0	2.4	-0.2	3
CC(Cc1ccccc1)C(=O)Nc1ccccc1 (configuration not stated)	-4	6	2	-5	1	7	4	2.0	-0.2	6
Cc1ccccc1OCC(=O)Nc1cnn(CCCC(=O)O)c1	1	3	1	5	1	-9	0	0.6	0.5	4
O=C(COC(=O)c1cc[n+]([O-])cc1)Nc1ccccc1Cl	0	2	3	1	-2	-2	11	0.5	-1.3	4
CCn1c(COc2ccc(C)cc2)nnc1SCC(=O)c1ccc(-c2ccccc2)cc1	nt	-26	7	1	-5	7	nt	nt	0.8	-3
Cc1cc(C(=O)Nc2c(C)n(C)n(-c3ccccc3)c2=O)cs1	3	5	0	4	-1	2	2	1.8	-0.8	-3
CCS(=O)(=O)c1ccc2c(c1)NC(=O)C(CCO)O2 (configuration not stated)	4	-4	0	2	2	-2	-8	-0.2	0.1	5

A different layout for some results above.
Sequence of screens: ASAP1 GAP inh, sPLA2-III inh, rCAG RNA binder, NPR2 activator, NPR1 activator, ADAM10 inh, ARFGAP1 inh, FXN GAA850 act, KLK7 zymogen act, DDE Tn6 FP inh
CCCCn1cc2c(c1-c1cccc(C)c1)c(=O)n(C)c(=O)n2C
→ -15, -7, -9, -3, -2, -13, -8, 2.4, -0.3, -4
Nc1ccc(-c2cc(N)n(-c3ccccc3)n2)cc1
→ -7, 7, 10, -4, -3, 4, -2, 3.2, -0.3, -4
Cn1c(NCCO)nc2c1c(=O)n(Cc1cccc(Cl)c1)c(=O)n2C
→ -14, 0, -4, 2, 3, -5, 2, 1.1, 0.2, 5
COc1cccc(NC(=O)C(OC(=O)c2cnc(C)cn2)c2ccccc2)c1 (configuration not stated)
→ -1, -7, -10, 2, -2, 0, -6, 2.3, -0.7, -1
CSc1ccc(CNC(C)(C)CO)cc1
→ -22, 0, 1, -8, -5, 3, 0, 0.2, 0.1, 10
COc1cc(NC(=O)CN2C(=O)c3ccccc3S2(=O)=O)c(OC)cc1Cl
→ 12, 10, 3, -2, -1, 12, -4, 1.9, -0.1, 2
C[C@@H]1CN([C@@H](C)CO)C(=O)c2cc(Br)cnc2O[C@H]1CN(C)C(=O)Cc1ccccn1
→ -8, -4, 3, -5, 2, -2, 4, -1.8, 0.0, 1
Cc1ccc(S(=O)(=O)N2CCOCC2)cc1NC(=O)COC(=O)c1cc[n+]([O-])cc1
→ -6, -5, 6, -2, 2, 2, -16, 1.8, -0.2, 3
CC/C(C)=N/Oc1nc(C)cc(C)n1
→ -8, -2, -1, 4, 2, -6, 0, 2.4, -0.2, 3
CC(Cc1ccccc1)C(=O)Nc1ccccc1 (configuration not stated)
→ -4, 6, 2, -5, 1, 7, 4, 2.0, -0.2, 6

Further records follow:
SMILES	ASAP1 GAP inh	sPLA2-III inh	rCAG RNA binder	NPR2 activator	NPR1 activator	ADAM10 inh	ARFGAP1 inh	FXN GAA850 act	KLK7 zymogen act	DDE Tn6 FP inh
O=C(OCC(=O)N1CCCC1)c1cc([N+](=O)[O-])ccc1Cl	7	2	0	5	-1	1	-14	0.3	0.1	7
COc1cccc(/C=N/NC(=O)CNC(=O)c2cccs2)c1O	8	2	0	-4	-4	-27	-1	-0.7	-30	1
CCOC(=O)CSc1n[nH]c(-c2cccnc2)n1	-7	6	-1	3	1	3	3	2.0	-0.6	5
Cn1c(=O)c2c(-c3ccccc3)n(C3CCCCC3)cc2n(C)c1=O	-7	-5	1	3	-4	1	-4	1.1	-0.3	-2
Cc1ccc(S(=O)(=O)N2CCC(C(=O)N3CCN(c4ccccn4)CC3)CC2)cc1C	-9	-9	2	0	-7	-24	1	1.1	0.0	0
O=C(NCCc1ccccc1)[C@@H]1CC=C[C@@H]2CCN(Cc3ccccc3)C(=O)[C@@H]21	3	-2	-9	6	0	-1	3	-0.2	-0.2	-3
O=C(c1cn[nH]c1)c1cc(F)ccc1O	-5	-7	5	-3	-4	-1	9	-0.7	0.1	1
O=C1C[C@@H]2c3c(cccc3CN1Cc1ccccc1Cl)C[C@@H](O)[C@H]2O	-3	-6	-2	-3	-3	2	4	-0.6	0.1	-4
O=S(=O)(N/N=C1/CC(c2ccccc2)Oc2ccccc21)c1ccccc1 (configuration not stated)	-12	-18	36*	-5	-5	-16	-6	-0.1	-0.1	-4
CCOC(=O)N1CCN(C(=O)c2ccc3nc(-c4ccccc4)c(-c4ccccc4)nc3c2)CC1	-3	4	2	-5	-5	-45	-12	-0.1	-0.4	-8
CCCn1c(SCC(=O)NNC(=O)c2ccc(C)cc2)nnc1C(C)C	5	-3	-4	3	3	-16	-10	-0.4	0.2	-4
COc1ccc(-n2c(C)cc(C(=O)CSc3nnc(-c4ccoc4C)n3C)c2C)cc1	11	-7	4	-15	-19	2	7	-0.3	0.6	-2
COc1cccc(C(C(=O)NC2CCCC2)N(C(=O)c2ccco2)c2ccccc2)c1OC (configuration not stated)	-1	-3	-5	-2	-10	7	-11	0.3	-0.8	-10
CCOC(=O)c1c(NC(=O)CN2CCOCC2)sc2c1CC(C)(C)OC2	1	2	-4	0	0	-6	3	-2.6	-0.4	3
CCOc1ccc(CC(=O)NC2CCN(Cc3ccccc3)CC2)cc1	-7	-4	-9	-3	4	-3	2	0.1	-0.1	3
CCN(Cc1nc2cc(Cl)ccc2c(=O)[nH]1)C(=O)COc1ccccc1Cc1ccccc1	0	7	6	-4	-10	-16	-4	2.6	0.0	-9
CC(C)n1c(SCC(=O)Nc2ccccc2N2CCCCC2)nc2c1c(=O)n(C)c(=O)n2C	4	6	-3	-1	-4	5	3	1.9	0.3	3
Cc1c(OCC(=O)NCCN2CCOCC2)ccc2c3c(c(=O)oc12)CCC3	7	6	-6	1	3	-84	1	4.3	-0.3	6
O=C(Nc1ccc([N+](=O)[O-])cc1)OC1CCS(=O)(=O)C1 (configuration not stated)	1	-3	0	-1	-2	-2	-2	nt	-0.7	2
O=C(Nc1ccc(Cl)c([N+](=O)[O-])c1)c1ccco1	-11	11	-1	1	0	4	8	1.7	-0.2	-7
CCOc1ccc2nc(COC(=O)c3cccs3)c(C(=O)c3ccccc3)[n+]([O-])c2c1	3	6	2	-1	-1	3	3	2.5	-0.5	-7
COc1ccccc1CCNC(=O)CCn1c(=O)oc2ccccc21	-5	1	2	-4	-5	1	-4	3.7	0.1	2
Cc1ccc(SC(=O)c2c([N+](=O)[O-])c(C)nn2C)cc1	-5	-5	0	2	5	7	6	1.8	0.4	-7
Cc1cc(C(=O)OCCN2C(=O)c3ccccc3C2=O)c2ccccc2n1	10	-6	-4	-5	2	-6	7	-0.9	-0.3	-7
CC1CN(C(=O)CNC(=O)Cc2cccc3ccccc23)CC(C)O1 (configuration not stated)	-4	6	3	2	2	-17	0	-0.8	-0.2	8
CC1CCCCN1Cc1nc2ccccc2c(=O)[nH]1 (configuration not stated)	8	7	-1	10	5	-4	-5	3.9	0.1	-6
